Dyrk1A ADPGlo – rat Dyrk1A kinase inhibitors, primary screen, biochemical, single point, plate reader. Dual specificity tyrosine-phosphorylation-regulated kinase 1A (Rattus norvegicus), Q63470. ADP-Glo luminescence, NFATc1 peptide. inhibition, % at 12.5 µM. actives 0.43% (n = 310,000). AID 504441, 2011; in the data active = inhibition above about 50%;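 also: plate controls were vehicle with enzyme for no effect and no enzyme for full effect; many of its hits are not listed in these tables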
KCNK3 inh – human KCNK3 channel inhibitors, primary screen, CHO cells, FluxOR thallium flux, B-score. Potassium channel subfamily K member 3 (Homo sapiens), O14649. FluxOR fluorescence; hits give low values. B-score at 10 µM. actives 0.84% (n = 340,000);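 active = B-score under library mean minus 4 SD, starting fluorescence ratio at most library mean plus 5 SD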;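 also: more negative B-score means stronger inhibition of thallium flux through KCNK3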
Target sequence (O14649 whole entry, looked up): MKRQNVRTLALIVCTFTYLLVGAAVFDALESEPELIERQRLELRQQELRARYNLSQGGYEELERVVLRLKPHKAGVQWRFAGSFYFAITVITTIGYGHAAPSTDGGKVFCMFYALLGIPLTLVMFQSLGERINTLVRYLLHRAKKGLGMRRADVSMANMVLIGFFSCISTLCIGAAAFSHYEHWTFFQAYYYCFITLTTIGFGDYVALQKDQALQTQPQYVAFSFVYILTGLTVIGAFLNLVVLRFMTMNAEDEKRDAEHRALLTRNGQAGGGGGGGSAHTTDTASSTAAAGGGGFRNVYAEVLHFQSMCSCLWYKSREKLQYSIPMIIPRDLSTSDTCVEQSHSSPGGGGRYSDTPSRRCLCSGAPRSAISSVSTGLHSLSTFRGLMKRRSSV
Active calls of the source: *; i = inactive.

The line under a structure holds: Dyrk1A ADPGlo, KCNK3 inh
> COc1ccc(CN2CC(=O)N3[C@H]4c5cc(C)ccc5OC[C@@H]4[C@H](c4ccccc4)[C@]3(C)C2=O)cc1
    -8.7, i
> COc1ccc2c(-c3ccc(SC)cc3)c(-c3ccc(S(C)(=O)=O)cc3)sc2c1
    3.9, i
> Cc1cc(NC(=O)CSc2nnc(-c3ccccc3F)n2N)no1
    -7.4, i
> COc1ccc(NC(=O)COc2cccc3c2OC(C)(C)C3)c(OC)c1
    2.6, i
> Cc1ccccc1-n1c(Cn2c(=O)sc3ccccc32)nnc1SCC(=O)Nc1nccs1
    0.5, i
> O[C@@H]1[C@@H](O)C=C2CCN3Cc4cc5c(cc4[C@H]1C23)OCO5 (stereo partly drawn)
    -0.3, i
> O=C(COC(=O)c1ccc2ccccc2n1)Nc1ccccc1F
    0.2, i
> COc1ccc(-c2sc3ccc(N4CCOCC4)cc3c2C#Cc2ccsc2)cc1
    4.8, i
> CN1CCN(c2ccc(Cl)cc2NC(=O)c2cc(=O)[nH]c3ccccc23)CC1
    6.5, i
> COc1ccccc1-c1nnc(SCC(=O)Nc2ccc(N3CCOCC3)cc2)n1N
    11.8, i
> Cc1c(C(=O)N(Cc2nnc(-c3ccccc3Cl)o2)C2CC2)oc2ccccc12
    -1.3, i
> O=C(O)CCSCc1ccccc1F
    4.8, i
> C=C1CC(COc2ccc3c(C)c(Cl)c(=O)oc3c2)(c2ccccc2)OC1=O (stereo not drawn)
    0.6, i
> CN(C)c1ccc(C(=O)NNC(=O)C23CC4CC(CC(C4)C2)C3)cc1
    -2.9, i
> O=C(c1ccco1)N1CCN(CC2CC3C=CC2C3)CC1 (stereo not drawn)
    -8.1, i
> C[C@@]12C(=O)N(Cc3ccc(F)cc3)CC(=O)N1[C@H]1c3cc(Cl)ccc3OC[C@@H]1[C@@H]2c1ccccc1
    -4.1, i
> CCCCNC(=O)c1onc(CS(=O)(=O)c2ccccn2)c1C(=O)NCCCC
    -5.9, i
> Cc1ccnc2ccc(-c3nc4ccccc4o3)cc12
    2.1, i
> O=C(O)CC1CCC(=C(Cl)Cl)C1 (stereo not drawn)
    -2.6, i
> COc1ccc(CN(C)C(=O)c2cccc(S(=O)(=O)N3CCc4ccccc43)c2)c(OC)c1
    -4.9, i
> COc1ccc(Nc2ccc3ccccc3c2)cc1
    -0.1, i
> O=C(CN1CCC(NC(=O)C2CCCCC2)CC1)Nc1ccccc1
    5.7, i
> COc1cc(C(C)=O)ccc1OCC(=O)Nc1ccc(Cl)c(S(=O)(=O)N2CCOCC2)c1
    -0.2, i
> CCCCCCSc1cccc(-c2nc3ccccn3c2NCc2ccccc2)c1
    2.5, i
> COC(=O)c1cc(C)sc1NC(=O)CC1Nc2ccccc2NC1=O (stereo not drawn)
    -2.7, i
> COC(=O)[C@@]12CCCCN1[C@H](c1ccc(-c3ccc(Cl)c(Cl)c3)cc1)[C@H]1C(=O)N(C)C(=O)[C@H]12
    3.9, i
> COc1cc(OC)cc(-c2c(C#Cc3ccsc3)c3cc(-c4ccc5[nH]ccc5c4)ccc3n2C)c1
    2.3, i
> CNC[C@H]1Oc2c(NS(=O)(=O)c3ccc(OC)cc3)cccc2C(=O)N([C@H](C)CO)C[C@H]1C
    5.5, i
> CCN(Cc1nc2cc(Cl)ccc2c(=O)[nH]1)C(=O)c1cc2c(s1)CCCCC2
    2.6, i
> C=CCn1c(SCC(=O)Nc2ccc3c(c2)OCCO3)nc2cc(C(=O)O)ccc2c1=O
    26.0, i
> CC(=O)c1ccc(N2C(=O)CC(N3CCN(S(=O)(=O)c4cc(C)ccc4C)CC3)C2=O)cc1 (stereo not drawn)
    -0.9, i
> CC(OC(=O)COc1ccc(C#N)cc1)C(=O)c1ccccc1 (stereo not drawn)
    4.1, i
> COC(=O)c1cc(NS(=O)(=O)c2cccs2)cc(NS(=O)(=O)c2cccs2)c1
    9.5, i
> CCN1C(=O)[C@@H]2[C@@H](c3ccc(-c4ccc(F)cc4)c(OC)c3)N3CCCC[C@@]3(C(=O)OC)[C@@H]2C1=O
    4.2, i
> CC(=O)Nc1ccc(C(=O)CSc2nnc(-c3ccccc3F)n2CCc2ccccc2)cc1
    -5.9, i
> O=C(O)C1CCCN1c1nc(-c2ccc(Cl)c(Cl)c2)cc(C(F)(F)F)n1 (stereo not drawn)
    -2.3, i
> O=C(Nc1cc(Cl)ccc1N1CCCC1)C1=COCCO1
    -2.5, i
> CC(C)[C@H](NC(=O)c1ccccc1F)C(=O)NC1CCCCC1
    -0.4, i
> CC(Oc1ccc(S(=O)(=O)N2CCCC2)cc1[N+](=O)[O-])C(=O)NC1(C#N)CCCCC1 (stereo not drawn)
    5.1, i
> C[C@H]1NC(=O)[C@@]2(C)[C@@H](c3ccccc3)[C@H]3COc4ccccc4[C@@H]3N2C1=O
    5.3, i
> Cc1nn(Cc2ccccc2)c(C)c1CNC(=O)CN=C1NS(=O)(=O)c2ccccc21
    -0.7, i
> N[C@@H](CCC(=O)N[C@@H](CSN=O)C(=O)NCC(=O)O)C(=O)O
    3.0, i
> CC(=O)Nc1ccc(NC(=O)c2cc(C3CC3)nc3c2cnn3C(C)C)cc1
    7.2, i
> O=C(c1ccc2noc(-c3ccccc3)c2c1)N1CCN(c2ccccc2)CC1
    3.0, i
> Cc1cc(N2CCCC2)ccc1NC(=O)COc1ccc(Cl)cc1
    -3.3, i
> Cc1ccc([C@@H]2CC=C(C(=O)O)CN2S(=O)(=O)c2ccc(C)cc2)cc1
    -8.3, i
> CCCCCCCN1CCN=C1N(C)C
    -1.9, i
> Cc1ccc(S(=O)(=O)N2CCN(C(=O)CN3C(=O)NC(C)(CCC(C)C)C3=O)CC2)c(C)c1 (stereo not drawn)
    -1.8, i
> Cc1occc1-c1nnc(SCC(=O)NC2CCC(C)CC2)o1 (stereo not drawn)
    -4.9, i
> CC(Sc1nnnn1C)C(=O)Nc1cc(S(=O)(=O)N2CCCCC2)ccc1Cl (stereo not drawn)
    -0.4, i
> OCC[C@H]1C[C@H](O)[C@@H](O)[C@@]2(CCc3ccccc3O2)O1
    -8.5, i
> CCOc1ccc(NC(=O)COC(=O)Cc2ccsc2)cc1
    2.4, i
> CCc1noc(C)c1C(=O)OCC(=O)c1ccc(NC(C)=O)cc1F
    14.2, i
> CCN(C[C@H]1N[C@@](CC)(C(=O)OC)[C@H]2C(=O)N(Cc3ccccc3)C(=O)[C@@H]12)S(=O)(=O)c1ccccc1
    -4.3, i
> Cc1cccc(C)c1NC(=O)CNC(=O)c1ccc2c(c1)NC(=O)CS2
    -6.3, i
> O=C(CCCNC(=O)c1ccc(Cl)cc1)Nc1cccc(S(=O)(=O)N2CCCCC2)c1
    2.1, i
> Cc1ccc(CNC(=O)c2cc(-c3ccccc3C)nn2CC2CC(c3cccnc3)=NO2)cc1 (stereo not drawn)
    3.9, i
> CN(CCc1ccccc1)C(=O)c1ccc(NC(=O)Cc2cccc(NC(=O)C3CCN(S(=O)(=O)c4cccc([N+](=O)[O-])c4)CC3)c2)cc1
    -1.9, i
> Cc1ccc2c(nc3s/c(=C/c4cccs4)c(=O)n32)c1C
    5.7, i
> CCCCC(C)Sc1nc2c([nH]1)c(=S)n(C)c(=O)n2C (stereo not drawn)
    1.8, i

Single records (already shown). Values in the order: Dyrk1A ADPGlo	KCNK3 inh
CCCCCCCN1CCN=C1N(C)C as listed: -1.9	i
C[C@@]12C(=O)N(Cc3ccc(F)cc3)CC(=O)N1[C@H]1c3cc(Cl)ccc3OC[C@@H]1[C@@H]2c1ccccc1 as listed: -4.1	i
CC(=O)c1ccc(N2C(=O)CC(N3CCN(S(=O)(=O)c4cc(C)ccc4C)CC3)C2=O)cc1 (stereo not drawn) as listed: -0.9	i
COC(=O)c1cc(C)sc1NC(=O)CC1Nc2ccccc2NC1=O (stereo not drawn) as listed: -2.7	i

Further entries
The line under a structure holds: Dyrk1A ADPGlo, KCNK3 inh
> Cc1ccc(C)c(NC(=O)COC(=O)CC2CC3CCC2C3)c1 (stereo not drawn)
    -0.1, i
> CCOC(=O)c1cccc(C2=CC(=O)C[C@H](c3ccc(OC)c(OC)c3)C2)c1
    1.1, i
> Cc1cccc(N2CCN(C(=O)c3ccc4ncsc4c3)CC2)c1C
    -4.3, i
> COc1ccc(C(=O)OCc2ccc(C)cc2)cc1S(=O)(=O)N1CCOCC1
    1.8, i
> Cc1c(C(=O)N2CCN(S(=O)(=O)c3ccccc3)CC2)oc2ccc(Br)cc12
    0.5, i
> CC(C)(C)S(=O)(=O)c1ccc2nc3c(n2c1)CCCC3
    0.7, i
> COC(=O)[C@]1(C)N[C@H](CN(C)C(=O)Nc2ccc(OC)cc2)[C@@H]2C(=O)N(Cc3ccccc3)C(=O)[C@@H]21
    -2.8, i
> COCCCNCc1cc(C)n(-c2cc(S(=O)(=O)N3CCOCC3)ccc2N2CCCC2)c1C
    2.6, i
> Cc1ccc(S(=O)(=O)N2CCOCC2)cc1NC(=O)COC(=O)/C=C/c1ccc(F)cc1
    -2.8, i
> Cc1ccc(CNC(=O)CCn2cc(-c3ccc(C)cc3)nc2CCN)cc1
    5.7, i
> N#Cc1c2n(c3c(=O)n(Cc4ccccc4Cl)cnc13)CCCCC2
    -5.5, i
> CSCCC(NC(=O)c1ccccc1Br)C(=O)NNC(=O)c1ccco1 (stereo not drawn)
    1.9, i
> COc1ccc(Cc2nc3c([nH]2)c(=O)n(C)c(=O)n3C)cc1OC
    -2.3, i
> Clc1cccc(CN2CCC3CC2c2cc(N4CCCCC4)ccc23)c1 (stereo not drawn)
    -2.7, i
> CCCCn1c(=O)c2ccccc2c2ccccc2c1=O
    1.1, i
> COc1ccc(NC(=O)Nc2ccc3c(c2)C(=O)N([C@H](C)CO)C[C@H](C)[C@@H](CN(C)S(=O)(=O)c2ccccc2)O3)cc1
    1.3, i
> O=C(CSc1nncs1)NC1CCCCCCC1
    -8.0, i
> CCC(c1nnnn1C1CCCCC1)N(Cc1ccco1)Cc1cc2ccc(OC)cc2[nH]c1=O (stereo not drawn)
    19.7, i
> COC(=O)[C@]1(C)N[C@H](CN(C)S(=O)(=O)c2ccc(-c3ccccc3)cc2)[C@@H]2C(=O)N(C)C(=O)[C@@H]21
    -14.8, i
> CC1(C(=O)OCC(=O)Nc2ccc(S(=O)(=O)N3CCOCC3)cc2)CC1(Cl)Cl (stereo not drawn)
    1.6, i
> CCOc1ccccc1Nc1nc(N)nc(CN(C)C2CCCCC2)n1
    -0.4, i
> C[C@H](CO)N1C[C@H](C)[C@@H](CN(C)Cc2ccncc2)Oc2ccc(NC(=O)CCCCCC(=O)Nc3ccccc3N)cc2C1=O
    3.3, i
> Cc1ccc(C(=O)CSc2nnc(C3CC3)n2C2CC2)s1
    -4.6, i
> Cc1cc(-n2c(C)cc(C(=O)COc3ccc(Cl)cc3C(N)=O)c2C)no1
    0.0, i
> Cc1cc(NC(=O)C(C)SCC(=O)Nc2cccc(S(=O)(=O)N3CCCCCC3)c2)no1 (stereo not drawn)
    -1.8, i
> O=C(NC(=S)N1CCCc2ccccc21)c1ccc(Cl)cc1
    -6.6, i
> COc1ccc(S(=O)(=O)N2CCCCC2)cc1NC(=O)C1CC1
    3.4, i
> CCCCn1c(-c2nonc2NC(=O)c2ccccc2Cl)nc2ccccc21
    3.6, i
> O=C(CN1C(=O)C(=O)N(C2CCCC2)C1=O)Nc1ccc(F)cc1F
    -12.2, i
> C[C@@H]1CN([C@@H](C)CO)C(=O)c2cc(NC(=O)Nc3ccc4c(c3)OCO4)ccc2O[C@H]1CN(C)S(=O)(=O)c1ccc(F)cc1
    -3.1, i
> C=CC[C@@H](CC(=O)N[C@@H](CO)Cc1ccccc1)C(=O)NCCOC(=O)[C@@H](CC=C)CC(=O)OC(C)(C)C
    0.3, i
> O=C1C=C(c2cccc(OCc3ccccc3)c2)C[C@@H](c2ccc3c(c2)OCO3)C1
    -4.4, i
> Cc1nn(CC(=O)NC(C)C(C)C)c(C)c1S(=O)(=O)N1CCCCC1 (stereo not drawn)
    -1.6, i
> COCCN(CC(=O)Nc1cccc(C)c1C)C(=O)c1cc(-c2cccs2)nn1-c1ccccc1
    8.5, i
> C#CCN1C=CC(=O)[C@@H](O)[C@H]1c1ccccc1Br
    -20.5, i
> Cc1n[nH]c(=O)c2c(NC(=O)CSc3cc(Cl)ccc3Cl)oc(C)c12
    -0.2, i
> CCOc1ccc(C(=O)CCC(=O)Nc2cccc(S(=O)(=O)N3CCCCC3)c2)cc1
    -4.0, i
> CC(C)c1ccc(C2OCCCO2)cc1
    -1.3, i
> Cc1cc(SCC(=O)N2CCCC2=O)nc2ccccc12
    -3.3, i
> C=CCSc1nnc(-c2cccc3ccccc23)o1
    4.5, i
> O=C(NNC(=O)c1ccccc1F)c1ccc(S(=O)(=O)N2CCCCC2)cc1
    -4.9, i
> O=C(COC(=O)Cc1ccc(F)cc1)Nc1ccc(Cl)cn1
    2.6, i
> CN(CC(=O)Nc1cccc(F)c1)C(=O)CCCc1c[nH]c2ccccc12
    0.1, i
> CCCC(=O)OCC(=O)Nc1ccc(N=Nc2ccccc2)cc1
    -1.6, i
> O=C1S/C(=C\c2ccc(N3CCOCC3)o2)C(=O)N1Cc1ccc(F)cc1
    -2.9, i
> N#CC(=C(O)CN1CCN(c2ccccc2F)CC1)c1nc(-c2ccccc2)cs1
    -4.0, i

Compound activity deposited in PubChem BioAssay by several laboratories.

An excerpt; rates above refer to the full screens.
